High-throughput results (PubChem BioAssay)
EBI2 antag = antagonists of human EBI2 receptor | P32249 | EBI2 beta-arrestin recruitment, luminescence, 7a,25-OHC stimulated | inhibition, % at 5 µM | hit rate 0.81% among 360,000 | AID 651636; in the data active = inhibition above about 38%;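 note: enzyme fragment complementation signal reports receptor beta-arrestin coupling in cells; 0% = agonist plus DMSO wells and 100% = wells without agonist; some results beyond the cut were filed as inactive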
Target sequence (P32249 whole entry, looked up, the tested form may be a part): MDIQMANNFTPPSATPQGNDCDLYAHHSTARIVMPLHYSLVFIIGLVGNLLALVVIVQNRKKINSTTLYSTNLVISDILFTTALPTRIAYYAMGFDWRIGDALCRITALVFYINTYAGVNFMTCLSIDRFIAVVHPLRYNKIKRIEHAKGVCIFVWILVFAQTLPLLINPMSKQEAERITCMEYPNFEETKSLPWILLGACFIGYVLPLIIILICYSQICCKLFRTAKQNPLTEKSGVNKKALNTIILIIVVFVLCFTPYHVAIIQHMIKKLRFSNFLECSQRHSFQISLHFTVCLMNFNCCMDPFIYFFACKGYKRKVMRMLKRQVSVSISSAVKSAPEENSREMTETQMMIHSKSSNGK
CCR6 antag = blocks CCL20-driven beta-arrestin recruitment at human CCR6 | CHO-K1 CCR6 PathHunter beta-arrestin, luminescence, CCL20-stimulated | inhibition, % at 20 µM | hit rate 0.49% among 340,000 | P51684;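 active = compounds whose inhibition of the agonist-driven luminescence signal at 20 µM reaches about 50%, limit read from the data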;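 note: cells stimulated with CCL20 at 14 nM final; plate controls were DMSO with CCL20 for no effect and DMSO without agonist for full effect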
Target sequence (P51684 whole entry, looked up): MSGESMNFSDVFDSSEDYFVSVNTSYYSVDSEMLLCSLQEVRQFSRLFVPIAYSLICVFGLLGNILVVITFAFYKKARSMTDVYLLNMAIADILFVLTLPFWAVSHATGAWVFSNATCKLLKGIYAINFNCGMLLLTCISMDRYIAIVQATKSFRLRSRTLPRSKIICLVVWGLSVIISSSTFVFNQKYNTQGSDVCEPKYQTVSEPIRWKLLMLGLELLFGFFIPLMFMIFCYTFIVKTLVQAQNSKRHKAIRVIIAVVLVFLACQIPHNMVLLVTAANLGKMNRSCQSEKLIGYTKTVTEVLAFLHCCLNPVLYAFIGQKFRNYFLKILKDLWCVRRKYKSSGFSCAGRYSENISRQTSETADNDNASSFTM
Gli-Sufu antag = antagonists of Gli-Sufu signaling; Sufu-KO-LIGHT fibroblasts, Gli luciferase reporter luminescence; inhibition, % at 5 µM; hit rate 0.74% among 340,000; AID 588413;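 active = inhibition above about 55%, limit read from the data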;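 note: 0% = DMSO-treated cells and 100% = wells with medium but no cells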
* = called active by the depositor. These rows are one share of the data; rates above refer to the full screens.

SMILES	EBI2 antag	CCR6 antag	Gli-Sufu antag
CC12CCC(C(=NO)C1=NO)C2(C)C (stereo unspecified)	1	6	4
CNC(=O)OCN1C(=O)C2CC=CCC2C1=O (stereo unspecified)	-4	4	6
COc1cc2c(cc1[N+](=O)[O-])-c1ccccc1C2	-10	0	-16
O=C1c2ccccc2-c2c1c1ccccc1c(=O)n2CCO	12	25	22
COc1cc(C(=O)NCCNC(=O)c2ccco2)cc(OC)c1OC	4	12	16
CC(Sc1ccc(S(=O)(=O)N2CCN(C)CC2)cn1)C(=O)Nc1cccc(Cl)c1Cl (stereo unspecified)	6	22	7
Cc1ccc(NC(=O)/C=C/c2ccc(S(=O)(=O)N3CCOCC3)cc2)cc1S(=O)(=O)N(C)C	-8	2	8
CSc1ccc(/C=N/Nc2cccc(C(=O)O)c2)cc1	-12	-6	-197
COc1ccc(C=NNC(=S)Nc2ccc(F)cc2)cc1OC	21	16	-6
O=C(O)C(CCc1ccccc1)N1C(=O)c2ccccc2C1=O (stereo unspecified)	-8	3	3
CCOc1ccc(NC(=O)CN(C)C(=O)c2cccnc2Sc2ccc(C)cc2C)cc1OCC	-1	5	-2
CN(C(=O)c1cccc(NC(=O)Cc2ccc(NC(=O)C3CCN(C(=O)C4CCCCC4)CC3)cc2)c1)C1CCC1	0	0	-5
CC(C)(C)CCN1CCC(CN2CCNC(=O)C2=O)CC1	-1	-11	34
O=c1nc(NO)ccn1C1CCCO1 (stereo unspecified)	-6	4	-5
O=C(Nc1ccn(CCCNCCCN2CCCC2=O)c(=O)n1)OCc1ccccc1	-10	-2	-7
Cc1ccc(C(=O)c2cc([N+](=O)[O-])ccc2N2CCOCC2)cc1	1	22	32
CC1(CCC(=O)O)C(=O)CCC2C1CCC1(C)C2CCC1(C)O (stereo unspecified)	-1	-5	10
Cn1c(CCCNC(=O)c2ccco2)nc2ccccc21	2	3	20
Cn1cnc2c(SCc3ccccc3)ncnc21	-4	5	-24
O=C(O)c1ccccc1NN=Cc1ccccc1	-3	1	-105
CN(C(=O)c1cccc(NC(=O)Cc2ccc(NC(=O)C3CCN(C(=O)C4CCCCC4)CC3)cc2)c1)C1CCCCC1	-1	-9	-3
COc1cc(OC)cc(C(=O)NCC(=O)NCCN2C(=O)S/C(=C\c3ccccc3Cl)C2=O)c1	7	7	1
Cc1cc(C)cc(NC(=O)CCNC(=O)c2ccc([N+](=O)[O-])cc2)c1	-8	-3	40
O=C1NC(=S)NC1=Cc1ccccc1O	-11	26	3
O=C1CCCN1CCCNCCCn1cnc2c(OCc3ccccc3)ncnc21	-4	3	-2
O=C(Nc1cccc(C(=O)N2CCOCC2)c1)C1CCCC1	-10	4	0
CCCCNS(=O)(=O)c1ccc(NC(=O)C(Sc2ccccc2)c2ccccc2)cc1 (stereo unspecified)	9	7	-8
CCCN1C(=O)c2cccc3c(N4CCCCC4)ccc(c23)C1=O	9	12	-16
O=c1c(Br)ccc(Br)cc1Br	8	111*	4
COc1ccc(N2CCN(CC(=O)Nc3ccc(C)cc3Br)CC2)cc1	8	7	-2

A portion from further up, as a working copy:
SMILES	EBI2 antag	CCR6 antag	Gli-Sufu antag
Cc1ccc(C(=O)c2cc([N+](=O)[O-])ccc2N2CCOCC2)cc1	1	22	32
CC1(CCC(=O)O)C(=O)CCC2C1CCC1(C)C2CCC1(C)O (stereo unspecified)	-1	-5	10

The list goes on.
SMILES	EBI2 antag	CCR6 antag	Gli-Sufu antag
O=[N+]([O-])c1csc2ccccc12	-3	1	-2
Cc1ccc(S(=O)(=O)/C(C#N)=C/c2c(N3CCOCC3)nc3ccccn3c2=O)cc1	-24	5	18
COC1=CC(=O)C=C(OC)C1=O	-10	86*	9
Cn1c(N)cc(=O)[nH]c1=S	-6	2	8
CN(C)CC1CCC/C(=C/c2ccc(Cl)cc2)C1=O (stereo unspecified)	12	49	15
COc1ccc(C(=O)Cc2ccccc2C(=O)O)cc1	-8	11	6
CCN1CC(C)(C)N(C(=O)c2ccccc2)CC1(C)C	-1	-1	10
Cc1nc(SCC(=O)N2CCCCCC2)c2c(=O)n(C)c(=O)n(CC(C)C)c2n1	-9	-2	16
COc1ccc(Cl)cc1N1C(=O)/C(=C/c2sccc2C)N=C1SCC(=O)NC1CC1	17	22	-1
CCOC(=O)c1cc2c(=Cc3ccc(N(C)C)cc3)c3ccccc3n2[n+]1C	-12	43	76*
O=C(NCc1ccco1)Nc1cccc(-c2ccccc2)c1	2	9	-2
CC(C)(C)S(=O)(=O)N1C[C@H]2C(=CC[C@@H]3C(=O)N(c4ccccc4)C(=O)[C@@H]32)[C@H]1CCO	-6	0	8
Cn1c(=O)c2[nH]c(SCCN3CCCCC3)nc2n(C)c1=S	-4	-7	11
COc1cc(/C=N/Nc2ccc(Cl)cc2)ccc1OC(=O)c1cccs1	-2	6	-4
CCN(CC(=O)Nc1cccc(OC)c1)C(=O)c1cccc(S(=O)(=O)N2CCc3ccccc32)c1	10	16	10
O=C(c1ccc(Cl)cc1)N1CCN(c2ccnc3cc(Cl)ccc23)CC1	51*	8	67*
COc1ccc(/C=C2\C(=O)NC(=S)N2C(=O)c2ccc(F)cc2)cc1	-4	16	6
CC(=O)Nc1c(Cl)c(Cl)c2c(c1Cl)C(=O)c1cc(Cl)ccc1-2	-18	-20	1
O=C(O)c1ccccc1-c1ccccc1C(=O)Nc1ccc2c(c1)[nH]c(=O)c1ccccc12	-3	0	-4
Cc1ccc2c(c1)C1CN(C)CCC1N2C(=O)Nc1ccc(Cl)cc1 (stereo unspecified)	0	21	-10
Cc1cc([N+](=O)[O-])c2[nH]c(C(=O)N/N=C/c3ccccc3C(=O)O)c(-c3ccccc3)c2c1	2	14	1
CN(C(=O)c1cccc(NC(=O)Cc2ccc(NC(=O)C3CCCN(C(=O)C4CC4)C3)cc2)c1)C1CC1 (stereo unspecified)	-7	4	2
CCOc1ccc(C2C(C#N)=C(N)Oc3cc(C)n(CCN4CCOCC4)c(=O)c32)cc1OCC (stereo unspecified)	1	4	6
N#CCC(=O)Nc1ccc(C(=O)OC(C(=O)Nc2ccc([N+](=O)[O-])cc2Br)c2ccccc2)cc1 (stereo unspecified)	21	24	-12
CC(=O)c1ccc(OCCCC(=O)Nc2ccc(Cl)c(S(=O)(=O)N3CCOCC3)c2)cc1	-12	4	9
COc1ccc2ccc3ccc(OC)c(OC(C)=O)c3c2c1	-6	-11	-8
O=c1cc(COn2nnc3ccc(C(F)(F)F)cc32)nc2sccn12	10	9	6
O=C(CC(CC(=O)c1ccccc1)c1ccccn1)c1ccccc1	-5	16	-14
C/C(=N\O)C1CC(CC(=O)O)C1(C)C (stereo unspecified)	1	-9	-7
Cc1cc(=O)[nH]c(NN=C(CC(C)C)CC(C)C)n1	-5	6	7

Quoted at random: 2 compounds from above.
SMILES	EBI2 antag	CCR6 antag	Gli-Sufu antag
C/C(=N\O)C1CC(CC(=O)O)C1(C)C (stereo unspecified)	1	-9	-7
O=C(Nc1ccn(CCCNCCCN2CCCC2=O)c(=O)n1)OCc1ccccc1	-10	-2	-7

Next section
SMILES	EBI2 antag	CCR6 antag	Gli-Sufu antag
COc1ccc(C2=CC(=O)C[C@H](CN3C(=O)c4ccccc4C3=O)N(C(=O)OC(C)(C)C)O2)cc1	16	0	4
c1ccc(COc2ncnc3c2ncn3CCCNCc2ccccn2)cc1	-3	10	5
COC1OC2COC(c3ccccc3)OC2C(O)C1N (stereo unspecified)	-2	0	0
Cc1ccc[n+](C(C(=S)NCc2ccco2)=C([O-])c2ccccc2Cl)c1	-3	12	-3
CCCCCCCN(c1ccccc1)[C@@H]1C[C@H]2CCCC(=O)N3CC[C@@H](C1)[C@@H]23	9	42	7
Cc1cc(C)n(-c2nc3c(c(=O)n(C)c(=O)n3C)n2Cc2cccc(Br)c2)n1	-4	6	6
Cc1cc(=O)[nH]c(N2CCN(c3ccc(Cl)cc3)CC2)n1	7	-4	3
O=C1NC[C@H](Cc2ccccc2)N(CC2CCN(CCc3ccccc3)CC2)C1=O	-2	-4	10
Cn1cc(S(=O)(=O)NC[C@H]2O[C@@H](n3ccc(=O)[nH]c3=O)[C@H](O)[C@@H]2O)cn1	-6	18	8
Cc1cc(-c2ccccc2)nc(Nc2nc3c(C)cccc3c(=O)[nH]2)n1	20	3	-25
CN1C[C@@H]2[C@@H]3C(=O)N(Cc4ccccc4)C(=O)[C@@H]3[C@](Cc3ccccc3)(C1=O)N2C(=O)c1ccc(C(F)(F)F)cc1	-8	11	7
CCOC(=O)[C@H]1[C@H]2COc3ccc(Cl)cc3[C@@H]2N2C(=O)[C@H](C)NC(=O)[C@@]12C	-13	-4	0
O=C(c1ccc2c(c1)OCO2)N(Cc1cccs1)C1(C(=O)NC2CCCCC2)CCCCC1	11	20	28
COCCN1CCC(CO)C1 (stereo unspecified)	6	-10	0
O=C(c1ccccc1)N1CCOC(O)(c2ccccc2)C1c1ccccc1 (stereo unspecified)	-1	1	-17
Cc1ccc(NS(=O)(=O)c2ccc(C(=O)OCC(=O)Nc3cc(C)on3)cc2)cc1	2	-1	-4
O=C(Nc1ccc(C(=O)N2CCCC2)cc1)C1CCC1	-2	-6	3
CCOc1ccc(C(=O)NCC(=O)NCCSc2ccc(Br)cc2)cc1OCC	9	12	1
CCOc1cccc2c1OC1(C)CC2NC(=O)N1Cc1ccccc1 (stereo unspecified)	-11	-6	-9
COc1cc(/C=C(/C#N)C(=O)Nc2cc(C(F)(F)F)ccc2Cl)ccc1OCC(=O)Nc1cccc(C(F)(F)F)c1	-7	-7	-2
Fc1ccccc1CSc1ncnc2c1ncn2C1CCCCO1 (stereo unspecified)	-8	12	-111
O=C(COC(=O)Cc1n[nH]c(=O)c2ccccc12)Nc1c(Br)cc([N+](=O)[O-])cc1Br	-6	7	4
O=[N+]([O-])c1ccc(Cc2ccc([N+](=O)[O-])cc2)cc1	-5	5	-1
CCCC1OC(c2cc3c(cc2Cl)OCO3)OCC1CC (stereo unspecified)	-1	20	-1
CC(CCN1CCC(CN2C(=O)C(=O)NC[C@@H]2Cc2ccccc2)CC1)c1ccccc1 (stereo partly specified)	-14	-18	-15
CCOc1ccc(NS(=O)(=O)c2cc(NC(=O)CCNC(=O)c3ccco3)ccc2OC)cc1	-19	7	-1
CC[N+]1(C)CCC(O)(/C=C/c2ccccc2)C(C(=O)/C=C/c2ccccc2)C1 (stereo unspecified)	25	63*	-9
CCCn1nc(Oc2nc(NCC)nc(NCC)n2)ccc1=O	-2	9	18
CC(CO)NS(=O)(=O)c1ccc(Br)cc1F (stereo unspecified)	-10	-15	-11
CCCCCc1ccnc(CC(=O)c2ccc(OC)cc2)c1	-15	7	14
O=C(CCCCC(=O)OCC1CCCO1)OCC1CCCO1 (stereo unspecified)	3	-1	-4
O=C1C=CC(=O)c2c(O)c(CO)c(CO)c(O)c21	-43	36	3
Cc1ccc(NCCN(C)C)c2c(=O)c3cc(O)ccc3sc12	12	44	66*
NC(=O)C1=CC2C3C=CC2(O)C(=O)OC3O1 (stereo unspecified)	-4	3	42
CN(C(=O)c1cccc(NC(=O)Cc2ccc(NC(=O)C3CCCN(C(=O)C4CCCC4)C3)cc2)c1)C1CCCC1 (stereo unspecified)	-1	-11	2
CCOCc1cnc(C)nc1NCC(=O)c1c(C)n(C)c2ccc(OC)cc12	-3	-5	18
COc1cc2ccccc2ccc1=NO	-4	-8	-12
COc1ccc(CCNCC(O)COc2c(C)cccc2C)cc1OC (stereo unspecified)	5	11	21
O=S(=O)(Nc1cc2nc3ccccc3nc2n1Cc1ccccc1)c1ccc(Cl)cc1	10	-32	16
Cc1cc(C)c2cc(CN(CCO)Cc3nnnn3Cc3ccc(F)cc3)c(=O)[nH]c2c1	0	1	-3
CCOC(=O)N1C(=O)NC(=O)C1c1ccc(OC)cc1 (stereo unspecified)	0	-3	-9
CC(=NNC(=S)Nc1cccc(C)c1)c1ccccn1	21	19	82*
COc1ccc([C@H]2C(C#N)=C([S-])N[C@](C)(O)[C@@H]2[n+]2ccccc2)cc1	-9	-17	4
O=C(CCCc1ccccn1)c1ccc(-c2ccccc2)cc1	-2	2	-9
CC(=O)Nc1c(Cl)cc(Cl)c2c1Cc1cc(Cl)ccc1-2	-4	-2	7

Single records (already shown).
CC(=O)Nc1c(Cl)cc(Cl)c2c1Cc1cc(Cl)ccc1-2 across the screens: EBI2 antag: -4; CCR6 antag: -2; Gli-Sufu antag: 7
Cc1ccc(NCCN(C)C)c2c(=O)c3cc(O)ccc3sc12 across the screens: EBI2 antag: 12; CCR6 antag: 44; Gli-Sufu antag: 66*
COc1cc2ccccc2ccc1=NO across the screens: EBI2 antag: -4; CCR6 antag: -8; Gli-Sufu antag: -12

(next part)
SMILES	EBI2 antag	CCR6 antag	Gli-Sufu antag
NCCCNC(=O)Cn1c(=O)c2c3c(sc2n(Cc2ccccc2)c1=O)CCCC3	2	9	24
CCOC(=O)Sc1nc2ncncc2[nH]1	0	0	-14
CC1CCCN(S(=O)(=O)c2ccc(S(=O)(=O)N3CCCN(Cc4ccccc4)C3)cc2)C1 (stereo unspecified)	8	-9	6
O=c1[nH]nc(Br)c(=O)n1C(c1ccccc1)c1ccccc1	-7	3	-4
CCOC(=O)c1c(C)oc2c1c(CN1CCN(CCO)CC1)c(O)c1ccccc12	33	-13	-26
CC(C)(C)OC(=O)N(CCc1ccccc1)Cc1cccc(OCc2cccc(NC(=O)C3CCC3)c2)c1	10	7	13
Cc1ccc(-c2nc3ccccc3o2)cc1NC(=S)NC(=O)c1cc2ccccc2o1	3	33	-35
